Assay outcomes from PubChem.
mlh1 rad18: NCI yeast anticancer drug screen, S. cerevisiae mlh1 rad18 strain; % growth inhibition at 50 µM; 11% of 79,000 active;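 further: 0% = growth of vehicle-only cultures of the same strain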
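Vehicle-treated cultures served as the reference for growth inhibition in a yeast strain carrying DNA damage repair alterations exposed to each compound.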
bub3: NCI yeast anticancer drug screen, S. cerevisiae bub3 mutant strain; growth inhibition, % at 50 µM; 9.9% of 78,000 active; AID 167, 2004;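 further: 0% = growth of vehicle-only cultures of the same strain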
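Whole-cell yeast assay. The mutant strain was incubated with compounds, and growth inhibition was determined by comparison with vehicle-treated cells.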
yeast sgs1 mgt1: NCI yeast anticancer drug screen, S. cerevisiae sgs1 mgt1 strain; growth inhibition, % at 50 µM; 10% of 78,000 active; AID 161, 2004;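 further: 0% = growth of vehicle-only cultures of the same strain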
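Growth of a repair-deficient yeast mutant was monitored after compound treatment and expressed as inhibition relative to vehicle-treated cultures.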
cln2 rad14: NCI yeast anticancer drug screen, S. cerevisiae cln2 rad14 strain; % growth inhibition at 50 µM; 8.3% of 78,000 active; AID 165, 2004;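 further: 0% = growth of vehicle-only cultures of the same strain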
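Relative to vehicle controls, growth inhibition of compound-treated cln2 rad14 yeast was recorded.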
yeast rad50: NCI yeast anticancer drug screen, S. cerevisiae rad50 strain. growth inhibition, % at 50 µM. 10% of 79,000 active. AID 155, 2004;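 further: 0% = growth of vehicle-only cultures of the same strain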
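Growth of the mutant yeast was measured after compound exposure and referenced to vehicle-treated cultures.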
mec2-1: NCI yeast anticancer drug screen, S. cerevisiae mec2-1 strain; % growth inhibition at 50 µM; 9% of 79,000 active; AID 157, 2004;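 further: 0% = growth of vehicle-only cultures of the same strain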
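Growth inhibition is read against vehicle-treated controls after compound exposure of the mec2-1 yeast strain, which is defective in DNA damage repair or cell cycle control.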
An asterisk follows results filed as active; & = joins results of further samples; ! = a repeat was not active. No stated cut-off is given here; in the data, active means growth inhibition above about 70%; inactive means the rest. Random draw from the library (roughly 13% active in at least one column).

O=C(/C=C(\OB(F)F)c1ccccc1)c1ccccc1 was read as mlh1 rad18 97.9*, bub3 98.2*, yeast sgs1 mgt1 97.4*, cln2 rad14 98.4*, yeast rad50 100.2* and mec2-1 98.9*.
C[C@@H](O)CO was read as mlh1 rad18 13.2, bub3 -3.5, yeast sgs1 mgt1 1.7, cln2 rad14 3.8, yeast rad50 17.8 and mec2-1 -16.0.
CC(=O)NC(C(=O)O)C(C)(C)SN=O (centres undefined) was read as mlh1 rad18 5.0, bub3 -14.3, yeast sgs1 mgt1 -9.2, cln2 rad14 -20.9, yeast rad50 14.9 and mec2-1 -2.3.
For Nc1nc(-c2ccccc2)cc(-c2ccccc2O)n1 the results were mlh1 rad18 67.7, bub3 26.1, yeast sgs1 mgt1 62.6, cln2 rad14 69.2, yeast rad50 40.8 and mec2-1 20.5.
Screening CCOC(=O)C(/C=C/c1cc(C)c(C)c(C)c1)(NC=O)C(=O)OCC returned mlh1 rad18 -1.3, bub3 12.1, yeast sgs1 mgt1 9.6, cln2 rad14 5.8, yeast rad50 -3.2 and mec2-1 2.5.
For O=C1CC2=CCCC2O1 (centres undefined) the results were mlh1 rad18 -6.6, bub3 -0.9, yeast sgs1 mgt1 -3.0, cln2 rad14 12.2, yeast rad50 -26.6 and mec2-1 0.9.
For CCOC(=O)c1sc(N)c(C(=O)OCC)c1C the results were mlh1 rad18 -20.1, yeast rad50 -38.2 and mec2-1 -46.8.
Screening S=C(NCc1ccco1)Nc1cccc2ccccc12 returned mlh1 rad18 -1.4, bub3 40.0, yeast sgs1 mgt1 34.1, cln2 rad14 18.9, yeast rad50 33.9 and mec2-1 16.8.
COc1ccc(C(=O)c2ccccc2C(=O)c2ccccc2OC)cc1 was read as mlh1 rad18 20.7, bub3 39.5, yeast sgs1 mgt1 15.4, cln2 rad14 13.7, yeast rad50 12.8 and mec2-1 10.1.
For OC1CCCSc2ccccc21 (centres undefined) the results were mlh1 rad18 -1.4, bub3 2.8, yeast sgs1 mgt1 -4.8, cln2 rad14 8.0, yeast rad50 19.6 and mec2-1 1.0.
`NNC(=O)CCCO` gave mlh1 rad18 8.2, bub3 0.4, yeast sgs1 mgt1 -7.5, cln2 rad14 -8.0, yeast rad50 -33.9 and mec2-1 -24.0.
Screening CCOC(=O)COc1ccc(C)c2c1C(=O)CC2 returned mlh1 rad18 -9.9, bub3 -19.1, yeast sgs1 mgt1 -13.2, cln2 rad14 -25.9, yeast rad50 -11.2 and mec2-1 -12.9.
Screening N#CSc1nc[nH]c1C(N)=O returned mlh1 rad18 -4.4, bub3 -26.3, yeast sgs1 mgt1 3.5, cln2 rad14 -16.6, yeast rad50 -38.2 and mec2-1 -12.4.
`CCOC(=O)[n+]1c(C)ccc2ccccc21` gave mlh1 rad18 -13.8, bub3 11.0, yeast sgs1 mgt1 -9.6, cln2 rad14 -23.8, yeast rad50 -20.0 and mec2-1 -10.9.
Cc1ncc(CO)c(C=NCCCCCCN=Cc2c(CO)cnc(C)c2O)c1O was read as mlh1 rad18 3.2&31.3, bub3 14.5&31.5, yeast sgs1 mgt1 -2.2&-2.9, cln2 rad14 -0.4&-1.3, yeast rad50 4.7&25.7 and mec2-1 1.8&14.6.
For Cc1ccc(O)c(Cc2ccc(Cl)cc2)c1 the results were mlh1 rad18 99.6*, bub3 99.6*, yeast sgs1 mgt1 64.3, cln2 rad14 99.5*, yeast rad50 74.7* and mec2-1 99.8*.
For O=c1[nH]cc(CCOCc2ccccc2)c(=O)[nH]1 the results were mlh1 rad18 -17.0, bub3 -10.4, yeast sgs1 mgt1 0.3, cln2 rad14 34.2, yeast rad50 -4.3 and mec2-1 -8.2.
`CC(=O)Oc1ccccc1C(=O)N(N)CCSc1ccc(Cl)cc1` gave mlh1 rad18 -1.0, bub3 -12.5, yeast sgs1 mgt1 11.2, cln2 rad14 -32.2, yeast rad50 -0.5 and mec2-1 1.1.
CC(C(O)c1ccccc1)N(C)/N=N/c1nc2c([nH]1)c(=O)n(C)c(=O)n2C (centres undefined) was read as mlh1 rad18 21.8, bub3 -32.1, yeast sgs1 mgt1 3.8, cln2 rad14 4.3, yeast rad50 5.7 and mec2-1 19.6.
CC(=O)CC(=O)Nc1ccc(Cl)cc1C was read as mlh1 rad18 -8.6, bub3 -13.2, yeast sgs1 mgt1 -22.6, cln2 rad14 -6.3, yeast rad50 -8.4 and mec2-1 -26.6.
O=C1C=CC(=O)N1c1ccccc1 (tested in a mixture with another compound) was read as mlh1 rad18 77.2*, bub3 95.2*, yeast sgs1 mgt1 94.4*, cln2 rad14 93.8*, yeast rad50 91.0* and mec2-1 92.8*.
For CCOC(=O)/N=C(\N)SCc1ccccc1 the results were mlh1 rad18 -6.0, bub3 49.5, yeast sgs1 mgt1 -12.8, cln2 rad14 -6.2, yeast rad50 10.9 and mec2-1 1.1.
CCC(=O)OCCCC1CCCO1 (centres undefined) was read as mlh1 rad18 -2.0, bub3 2.0, yeast sgs1 mgt1 1.1, cln2 rad14 -9.8, yeast rad50 7.8 and mec2-1 -0.6.
For NC(Cc1ccc(O)cc1O)C(=O)O (centres undefined) the results were mlh1 rad18 16.4, bub3 3.5, yeast sgs1 mgt1 -7.0, cln2 rad14 74.9*, yeast rad50 7.7 and mec2-1 31.0.
For CCOC(=O)c1c[nH]c2ccc(-c3ccccc3)cc2c1=O the results were mlh1 rad18 24.9, bub3 40.7, yeast sgs1 mgt1 4.6, cln2 rad14 20.4, yeast rad50 4.7 and mec2-1 39.8.
CC1OCOC2COCOC2C1O (centres undefined) was read as mlh1 rad18 -16.1, bub3 -8.6, yeast sgs1 mgt1 -12.1, cln2 rad14 -71.8, yeast rad50 0.8 and mec2-1 5.3.
`C/C(=N\N=C\N(C)S(=O)(=O)c1ccc(C)cc1)c1ccccc1` gave mlh1 rad18 -2.7, bub3 1.6, yeast sgs1 mgt1 -6.3, cln2 rad14 -6.2, yeast rad50 -10.7 and mec2-1 -2.8.
For CCOc1ccc(C(C)(C)c2cc3c(cc2OC)OCO3)cc1 the results were mlh1 rad18 -6.5, bub3 -21.9, yeast sgs1 mgt1 -39.9, cln2 rad14 -24.8, yeast rad50 -16.2 and mec2-1 -27.8.
`O=C1C(OCc2ccccc2)=CC/C1=C\c1ccccc1` gave mlh1 rad18 16.9, bub3 -6.5, yeast sgs1 mgt1 2.4, cln2 rad14 1.1, yeast rad50 12.4 and mec2-1 -7.0.
For ClC(Cl)(Cl)C1=CC2c3ccccc3C1c1ccccc12 the results were mlh1 rad18 89.5*, bub3 28.7, yeast sgs1 mgt1 87.8*, cln2 rad14 22.8, yeast rad50 89.7* and mec2-1 21.6.
`CN(C)S(=O)(=O)c1ccc(NC(=O)OC(c2ccccc2)(c2ccccc2)c2ccccc2)cc1` gave mlh1 rad18 3.6, bub3 -15.7, yeast sgs1 mgt1 18.6, cln2 rad14 6.5, yeast rad50 18.7 and mec2-1 -2.9.
Cc1cc(O)c(C(C)C)cc1Cl was read as mlh1 rad18 98.8*!, bub3 97.5*!, yeast sgs1 mgt1 99.2*!, cln2 rad14 79.6*!, yeast rad50 98.7*! and mec2-1 98.6*!.
For C=C(CSc1ccccc1)c1ccccc1 the results were mlh1 rad18 14.3, bub3 -6.0, yeast sgs1 mgt1 0.2, cln2 rad14 -6.0, yeast rad50 -6.0 and mec2-1 -12.6.
Screening Cc1ccccc1-c1nc2c([nH]1)c(=O)n(C)c(=O)n2C returned mlh1 rad18 2.8, bub3 0.2, yeast sgs1 mgt1 -10.2, cln2 rad14 -32.3, yeast rad50 32.8 and mec2-1 -2.2.
CC(C)(C)NC=O was read as mlh1 rad18 10.2, bub3 3.1, yeast sgs1 mgt1 -5.0, cln2 rad14 -45.8, yeast rad50 2.4 and mec2-1 14.8.
Screening C=CCOc1cc(NC(=S)c2ccoc2C)ccc1OC returned mlh1 rad18 -52.9, bub3 -3.4, yeast sgs1 mgt1 -10.0, cln2 rad14 -2.7, yeast rad50 -17.4 and mec2-1 -3.1.
For CCCCCCOC(=O)Nc1ccc(S(=O)(=O)N(C)C)cc1 the results were mlh1 rad18 6.2, bub3 7.0, yeast sgs1 mgt1 13.2, cln2 rad14 -2.3, yeast rad50 4.5 and mec2-1 2.3.
Screening Cc1nc2c(c(-c3ccccc3)n1)Cc1ccccc1O2 returned mlh1 rad18 0.0, bub3 25.8, yeast sgs1 mgt1 7.5, cln2 rad14 -10.5, yeast rad50 -4.0 and mec2-1 -12.4.
Screening CN1CC(c2ccccc2)C(O)(C2(c3ccccc3)CN(C)CC(c3ccccc3)C2=O)C(c2ccccc2)C1 (centres undefined) returned mlh1 rad18 -7.7, bub3 -17.4, yeast sgs1 mgt1 -30.4, cln2 rad14 -6.7, yeast rad50 5.7 and mec2-1 7.2.
CC(SC(C)C(=O)N/N=C/c1ccccc1Cl)C(=O)N/N=C\c1ccccc1Cl (centres undefined) was read as mlh1 rad18 -5.4, bub3 -9.1, yeast sgs1 mgt1 -8.8, cln2 rad14 3.4, yeast rad50 5.7 and mec2-1 -4.3.
`O=C(OCCN=C1c2ccccc2CCc2ccccc21)c1cc([N+](=O)[O-])cc([N+](=O)[O-])c1` gave mlh1 rad18 48.2, bub3 3.2, yeast sgs1 mgt1 41.3, cln2 rad14 2.1, yeast rad50 8.9 and mec2-1 -11.6.
`CC(NC(=O)C(Cc1ccc(OC(=O)c2ccccc2)cc1)NC(=O)OC(C)(C)C)C(=O)NCC(=O)NC(Cc1ccccc1)NC(=O)OCc1ccccc1` (centres undefined) gave mlh1 rad18 -8.9, bub3 -25.4, yeast sgs1 mgt1 -27.7, cln2 rad14 7.3, yeast rad50 -11.7 and mec2-1 -24.6.
For CCC(N)(C(=O)O)c1ccccc1 (centres undefined) the results were mlh1 rad18 -12.2, bub3 -6.3, yeast sgs1 mgt1 24.4, cln2 rad14 -17.9, yeast rad50 -2.2 and mec2-1 14.4.
`Cc1ccc(NC(=O)CCc2cc(C(C)(C)C)nc(NC#N)n2)cc1C` gave mlh1 rad18 44.6, bub3 11.5, yeast sgs1 mgt1 33.5, cln2 rad14 43.0, yeast rad50 30.9 and mec2-1 13.7.
`Nc1cc2[nH]c(=O)c(=O)[nH]c2cc1N` gave mlh1 rad18 5.7, bub3 0.1, yeast sgs1 mgt1 3.9, cln2 rad14 -1.9, yeast rad50 1.8 and mec2-1 -1.2.
`COC(=O)c1ccc(Cc2ccc(C(=O)OC)o2)o1` gave mlh1 rad18 -13.8, bub3 -8.3, yeast sgs1 mgt1 -5.2, cln2 rad14 -25.4, yeast rad50 -9.1 and mec2-1 9.2.
Screening COc1ccc2c(c1)Cc1cc(NC(C)=O)ccc1-2 returned mlh1 rad18 13.1, bub3 4.1, yeast sgs1 mgt1 21.5, cln2 rad14 -47.9, yeast rad50 -4.5 and mec2-1 -11.2.
`Cc1cc(=O)n(-c2ccccc2)c(=O)[nH]1` gave mlh1 rad18 -12.0, bub3 -4.2, yeast sgs1 mgt1 1.5, cln2 rad14 1.2, yeast rad50 1.2 and mec2-1 1.9.

Arranged by heavy-atom count (lowest first): some entries from above.
For CCC(N)(C(=O)O)c1ccccc1 (centres undefined) the results were mlh1 rad18 -12.2, bub3 -6.3, yeast sgs1 mgt1 24.4, cln2 rad14 -17.9, yeast rad50 -2.2 and mec2-1 14.4.
`Nc1cc2[nH]c(=O)c(=O)[nH]c2cc1N` gave mlh1 rad18 5.7, bub3 0.1, yeast sgs1 mgt1 3.9, cln2 rad14 -1.9, yeast rad50 1.8 and mec2-1 -1.2.
`Cc1cc(=O)n(-c2ccccc2)c(=O)[nH]1` gave mlh1 rad18 -12.0, bub3 -4.2, yeast sgs1 mgt1 1.5, cln2 rad14 1.2, yeast rad50 1.2 and mec2-1 1.9.
Screening COc1ccc2c(c1)Cc1cc(NC(C)=O)ccc1-2 returned mlh1 rad18 13.1, bub3 4.1, yeast sgs1 mgt1 21.5, cln2 rad14 -47.9, yeast rad50 -4.5 and mec2-1 -11.2.
CC(SC(C)C(=O)N/N=C/c1ccccc1Cl)C(=O)N/N=C\c1ccccc1Cl (centres undefined) was read as mlh1 rad18 -5.4, bub3 -9.1, yeast sgs1 mgt1 -8.8, cln2 rad14 3.4, yeast rad50 5.7 and mec2-1 -4.3.
`CC(NC(=O)C(Cc1ccc(OC(=O)c2ccccc2)cc1)NC(=O)OC(C)(C)C)C(=O)NCC(=O)NC(Cc1ccccc1)NC(=O)OCc1ccccc1` (centres undefined) gave mlh1 rad18 -8.9, bub3 -25.4, yeast sgs1 mgt1 -27.7, cln2 rad14 7.3, yeast rad50 -11.7 and mec2-1 -24.6.
